Bioassay records (PubChem BioAssay)
CaV13 FRET inh: Disruptors of the CACNA1D IQ motif to Ca2+-dependent inactivation inhibitor domain association, primary screening, Förster resonance energy transfer in intact living … | HEK cells, CFP/YFP FRET ICDI-IQ, plate reader, 10 min; percent FRET-ratio fall versus neutral wells | inhibition, % at 12.3 µM | AID 743397 | 340,000 tested, 0.098% active;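 active = mean replicate inhibition of at least 30% and at least 1% of replicates passing that level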;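 also: 0% = median of the neutral control wells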
HTR2A ag: mouse Htr2a agonists via beta-arrestin recruitment, primary screen, cell-based, luminescence. 360,000 tested, 0.66% active. 5-hydroxytryptamine receptor 2A (Mus musculus), P35363. AID 624169, 2012. CHO-K1 mHTR2A beta-arrestin complementation; percent of 30 µM serotonin response. activation, % at 7.6 µM;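 active = activation above a run cutoff, the mean activation of all tested compounds plus 3 SD, cut at about 14% in these data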;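 also: 0% = plate median of compound wells and 100% = 30 µM serotonin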
Target sequence (P35363 whole entry, looked up): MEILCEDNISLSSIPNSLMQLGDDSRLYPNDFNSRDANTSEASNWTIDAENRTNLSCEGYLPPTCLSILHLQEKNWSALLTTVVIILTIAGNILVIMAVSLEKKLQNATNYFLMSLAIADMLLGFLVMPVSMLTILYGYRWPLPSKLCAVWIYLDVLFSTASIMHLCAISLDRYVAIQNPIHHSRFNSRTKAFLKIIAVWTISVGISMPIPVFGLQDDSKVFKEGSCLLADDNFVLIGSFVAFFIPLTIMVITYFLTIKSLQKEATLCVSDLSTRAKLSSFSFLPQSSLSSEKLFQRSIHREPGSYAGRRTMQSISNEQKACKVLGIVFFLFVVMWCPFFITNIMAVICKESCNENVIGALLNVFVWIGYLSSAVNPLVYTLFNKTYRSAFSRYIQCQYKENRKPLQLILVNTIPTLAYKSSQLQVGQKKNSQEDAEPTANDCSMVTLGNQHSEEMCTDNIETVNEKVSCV
H9c2 protect: cardioprotection against H2O2-induced cell death, primary screen, uHTS, H9c2 cells, ATPLite luminescence; H9c2 cardiomyocytes, H2O2 injury protection, 2 h; protection from H2O2 cell death, % at 20 µM; 360,000 tested, 0.63% active; AID 588492, 2011;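 active = compounds giving at least 50% protection of heart cells from peroxide-induced death in the single-dose screen, raw or plate-pattern-corrected value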;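 also: 0% = DMSO wells with peroxide and 100% = DMSO wells without peroxide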
Vif inh: HIV Vif self-association inhibitors, primary screen, imaging, HEK293T, single point; HEK293T cells, Vif self-association by quenched fluorescence, 24 h; inhibition, % at 7.49 µM; 340,000 tested, 0.35% active; AID 602346, 2012; in the data active = inhibition above about 50%, passing the limit was not always enough; also: some results filed as inactive read as strong as hits
aDG glyco up: activators of alpha-DG glycosylation, primary screen, uHTS, Pro5-aDG cells, AlphaScreen | alpha-DG glycosylation AlphaScreen (IIH6); 0% Pro5, 100% B10-LARGE cell signal | AID 624168, 2012 | 360,000 tested, 0.22% active | activation, % at 10 µM;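 active = activation of at least 8% versus controls, or a plate z-score of at least 8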;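 also: Pro5 are CHO cells carrying HIG-tagged alpha-DG that lacks glycosylation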
MC4R ag barr: MC4R agonists recruiting beta-arrestin, primary screen, cell-based, luminescence, agonist arm of biased-ligand search; 360,000 tested, 0.98% active; Melanocortin receptor 4 (Homo sapiens), P32245; activation, % at 8.9 µM; U2OS MC4R beta-arrestin complementation; percent of melanotan II response, DMSO zero;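 active = activation above a per-plate cutoff, the mean activation of sample wells on that plate plus 3 SD, cut at about 8% in these data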
PDI turbidity: inhibitors of human PDI, primary screen, biochemical, turbidity, single point, plate reader. AID 588391, 2011. inhibition, % at 10 µM. Protein disulfide-isomerase (Homo sapiens), P07237. PDI insulin aggregation turbidity, A650, 90 min. 350,000 tested, 0.052% active;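 active = mean inhibition across replicates of 30% or more, whatever share of single replicates reach that level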;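 also: absorbance from insulin aggregation driven by PDI reduction with DTT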
Target sequence (P07237 whole entry, looked up): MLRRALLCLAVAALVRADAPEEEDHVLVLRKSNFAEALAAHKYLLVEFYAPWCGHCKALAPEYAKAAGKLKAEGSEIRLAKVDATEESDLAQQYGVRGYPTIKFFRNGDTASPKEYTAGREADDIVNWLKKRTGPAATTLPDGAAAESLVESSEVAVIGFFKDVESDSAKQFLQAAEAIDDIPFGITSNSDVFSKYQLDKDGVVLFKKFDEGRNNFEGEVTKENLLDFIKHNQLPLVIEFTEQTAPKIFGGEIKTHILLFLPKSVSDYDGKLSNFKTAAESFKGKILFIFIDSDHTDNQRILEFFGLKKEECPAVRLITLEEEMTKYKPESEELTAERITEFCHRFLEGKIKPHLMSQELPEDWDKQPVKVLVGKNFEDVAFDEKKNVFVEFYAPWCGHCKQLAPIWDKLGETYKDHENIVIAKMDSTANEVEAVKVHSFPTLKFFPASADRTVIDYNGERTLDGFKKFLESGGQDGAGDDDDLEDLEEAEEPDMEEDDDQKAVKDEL
Glyco luc inh: increase of ERlucT glycosylation luciferase signal, primary screen, N-linked glycosylation inhibitor project, D54 ERlucT cells, luminescence, set 2. D54 ERlucT glycosylation luciferase reporter, 24 h; percent of 100 nM tunicamycin response. 360,000 tested, 0.23% active. AID 588692, 2011. reporter increase, % at 12.5 µM;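 active = mean luciferase reporter signal, scaled so untreated is 0 and the glycosylation-blocking control 100, at or above a set limit in every replicate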;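 also: luciferase carries N-glycosylation sites so blocking glycosylation raises the light; 0% = median of neutral control wells and 100% = median of 100 nM tunicamycin wells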
ABCB6 inh 2: ABCB6 transporter inhibitors, primary screen, K562-ABCB6 cells, flow cytometry, MLPCN library; AID 602162, 2011; K562-ABCB6 porphyrin accumulation, 1 h; hits give low values; 360,000 tested, 0.19% active; fluorescence ratio to DMSO, % at 10 µM; ATP-binding cassette sub-family B member 6 (Homo sapiens), Q9NP58;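 active = fluorescence ratio to DMSO below 75%, the collection mean minus 3 SD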;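 also: signal is porphyrin accumulated inside mitochondria; 100% equals median channel fluorescence of DMSO control wells; lower ratio means ABCB6 inhibition with less porphyrin fluorescence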
MC4R antagonist: MC4R antagonists of cAMP signaling, primary screen, cell-based, TR-FRET, antagonist arm of biased-ligand search | Melanocortin receptor 4 (Homo sapiens), P32245 | MC4R-expressing cells, MTII-stimulated cAMP, LANCE TR-FRET | inhibition, % at 6.5 µM | 360,000 tested, 0.48% active;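 active = inhibition above its plate's cutoff, the mean of tested wells on that plate plus 3 SD, cut at about 29% in these data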;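 also: 0% = Melanotan II alone and 100% = Melanotan II plus saturating MCL0020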
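System – human MC4R-expressing U2OS cells · Also added – Melanotan II · Dosing – one concentration, 6.5 µM nominal · Timing – 30-min compound, 1-h challenge, 1-h detection, room temperature · Measured by – Eu-cAMP/anti-cAMP TR-FRET, emission 671 nm · Replicates – singlicate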
Active calls of the source: *; . = no result given.

SMILES | CaV13 FRET inh | HTR2A ag | H9c2 protect | Vif inh | aDG glyco up | MC4R ag barr | PDI turbidity | Glyco luc inh | ABCB6 inh 2 | MC4R antagonist
COc1ccc(-n2c3c(c(=O)[nH]c2=O)C(C(F)(F)F)(C(F)(F)F)N=C(CC(C)C)N3)cc1 | -4 | 0 | 8 | 19 | 0.1 | -0.9 | 7 | 0 | 99 | 7
CCCc1nn(C)c(C(=O)Nc2cccc3ccccc23)c1Cl | -4 | 14 | -11 | -9 | 0.4 | 1.6 | 11 | -2 | 96 | 13
Cc1cc(C)cc(NC(=O)c2cc(C)n(Cc3cccs3)c2C)c1 | -5 | 0 | -23 | -12 | 0.0 | -0.2 | -4 | 13 | 96 | -1
Cc1cc(NC(=O)C(C)SCC(=O)Nc2nnc(CC(C)C)s2)no1 (stereo unspecified) | -6 | 6 | 0 | 3 | 0.1 | 0.4 | 9 | 4 | 93 | 7
Cc1ccnc(NC(c2ccccc2O)c2oc(CO)cc(=O)c2O)c1 (stereo unspecified) | -5 | 1 | 0 | 6 | -0.4 | -0.9 | 5 | 1 | 90 | -2
COc1cc(NC(=O)CSc2ncnc3sc4c(c23)CCCC4)c(C(=O)O)cc1OC | -7 | -2 | -2 | 35 | -0.1 | -1.8 | -7 | -1 | 97 | -1
O=C(O)c1ccccc1SCc1cn2cc(Cl)ccc2n1 | 7 | 5 | -1 | 2 | -0.3 | -0.1 | -4 | -5 | 99 | 2
COc1ccc(S(=O)(=O)NCc2ccccn2)cc1NC(=O)c1ccc(C)cc1 | -2 | 5 | 1 | 19 | 0.1 | -1.5 | -2 | 12 | 104 | 1
CC(OC(=O)CCCN=C1NS(=O)(=O)c2ccccc21)C(=O)c1ccccc1 (stereo unspecified) | -6 | 2 | -8 | 3 | 0.0 | -3.1 | 0 | 4 | 96 | 1
O=C(NNc1ccc(Cl)cc1)c1cccs1 | -19 | 3 | -4 | 1 | 0.3 | -1.3 | 19 | 4 | 101 | 2
CC1(C(=O)NS(=O)(=O)c2ccc(F)cc2F)CCN1C(=O)CCc1ccccc1 (stereo unspecified) | -17 | 1 | 2 | 7 | 0.0 | -1.6 | 6 | 1 | 96 | 0
Nc1nnc(CC(=O)Nc2ccccc2)s1 | -3 | 4 | -2 | -1 | -0.1 | 1.5 | 18 | 2 | 95 | 9
CCOC(=O)c1cccc(NC2c3ccccc3C(=O)N2Cc2ccco2)c1 (stereo unspecified) | -6 | -1 | -22 | 13 | 0.5 | 0.1 | . | -5 | 93 | 8
O=C(COc1ccc(Cl)cc1Br)N1CCN(c2ccccc2)CC1 | . | -7 | 8 | . | 0.1 | 0.5 | 9 | -2 | 99 | -6
CCn1c(SCC(=O)NCC2CCCO2)nc2c(c1=O)SC(C)C2 (stereo unspecified) | -5 | 0 | -9 | -10 | 0.4 | 0.7 | 7 | -1 | 96 | -3
O=C(Oc1cccc(-c2cnc3ccccc3n2)c1)c1ccco1 | . | -2 | -8 | -4 | 0.0 | 1.0 | -15 | -3 | 98 | -11
CCn1nnnc1NC(=O)c1cc(Cl)c(OC)c(Cl)c1 | 7 | -1 | 0 | -3 | 0.0 | -2.8 | -1 | 0 | 102 | 8
COC(=O)c1ccc(N/C(C)=C/C(=O)c2ccc(C)o2)cc1 | -7 | 4 | 14 | -5 | -0.1 | 0.0 | -1 | 2 | 88 | 4
O=c1c2ccccc2c(C=NCc2ccccn2)c(O)n1-c1ccccc1 | -7 | 2 | 3 | 4 | -0.1 | -1.9 | 7 | 2 | 103 | 18
COc1ccc(-c2nnc(NC(=O)c3cc(Cl)ccc3Cl)o2)cc1 | -5 | 0 | 16 | 7 | 0.0 | -1.8 | 0 | 3 | 97 | -5

Copied from the list:
COc1ccc(S(=O)(=O)NCc2ccccn2)cc1NC(=O)c1ccc(C)cc1 in ABCB6 inh 2 is entered as 104
Cc1cc(C)cc(NC(=O)c2cc(C)n(Cc3cccs3)c2C)c1 in HTR2A ag is entered as 0

Following part:
SMILES | CaV13 FRET inh | HTR2A ag | H9c2 protect | Vif inh | aDG glyco up | MC4R ag barr | PDI turbidity | Glyco luc inh | ABCB6 inh 2 | MC4R antagonist
Cc1onc(-c2ccccc2)c1C(=O)N(C)CC(=O)Nc1ccc(F)c(F)c1F | -1 | -4 | 4 | -2 | 0.0 | -0.1 | -1 | 0 | 103 | 10
Cc1c(NC(=O)CN2C(=O)c3ccccc3S2(=O)=O)c(=O)n(-c2ccccc2)n1C | 0 | 12 | 8 | -5 | 0.2 | -1.2 | -4 | -1 | 93 | 7
Cc1[nH]c2c(C)cccc2c1CN1CCC(CO)(Cc2ccccc2)CC1 | -7 | -3 | 7 | -5 | 0.5 | -0.2 | 3 | -2 | 99 | -5
O=C(Cc1ccccc1)NC(NC(=S)Nc1cc(Cl)ccc1Cl)C(Cl)(Cl)Cl (stereo unspecified) | -3 | -2 | 1 | -8 | 0.1 | -1.3 | 10 | -2 | 103 | 7
COc1ccc(NC(=O)CS(=O)(=O)c2cn(CC(=O)N(C(C)C)C(C)C)c3ccccc23)c(OC)c1 | -7 | -4 | 0 | . | 0.2 | -2.4 | 17 | . | 91 | 5
O=C(Cc1c(F)cccc1Cl)OCN1C(=O)c2ccccc2C1=O | -3 | 4 | 0 | 11 | -0.1 | 0.2 | 8 | 2 | 102 | -6
O=C(Nc1ccccc1)c1oc2ccccc2c1NC(=O)C1CC1 | -3 | -9 | 3 | -10 | 0.5 | -2.0 | 4 | 4 | 96 | 5
COc1ccc(-c2csc3ncn(-c4ccccc4)c(=O)c23)cc1OC | -2 | -1 | 5 | 4 | 0.2 | -1.6 | 6 | 0 | 91 | -4
CCOc1ccc(C(=O)Nc2nnc(S(=O)(=O)N3CCCCC3)s2)cc1 | -3 | 0 | -8 | 0 | 0.1 | -2.9 | -8 | 0 | 102 | 6
O=C(NCc1ccco1)c1ccc2nc([C@@H]3O[C@H](CO)[C@H](O)[C@H](O)[C@H]3O)[nH]c2c1 | -5 | -1 | 0 | 1 | 0.0 | -2.0 | -1 | 1 | 99 | -1
CCOP(=O)(OCC)/C(=N/OC(=O)c1cccc([N+](=O)[O-])c1)C(N)=O | 5 | 4 | 0 | 8 | -0.1 | 4.6 | -2 | 4 | 93 | -5
COCCN(C(=O)Cc1ccc(S(=O)(=O)N2CCOCC2)s1)c1c(N)n(CC(C)C)c(=O)[nH]c1=O | -6 | 2 | 2 | 0 | 0.3 | -0.8 | 14 | 2 | 98 | 0
CCOc1ccccc1C(=O)N[C@H](C(=O)Nc1ccc(OC)c(S(=O)(=O)N2CCOCC2)c1)C(C)C | -7 | 4 | 9 | 7 | 0.1 | -2.0 | 0 | 0 | 94 | 4
COC(=O)c1ccccc1NC(=O)COC(=O)c1ccco1 | -4 | 3 | 0 | -8 | 0.2 | 0.1 | 10 | 4 | 99 | 7
Cc1cc2ccccc2c(=O)n1CC(=O)N1CCN(c2cccc(Cl)c2)CC1 | . | 0 | -10 | . | 0.0 | -1.4 | 1 | 5 | 108 | -2
Cc1cc(C(=O)COC(=O)/C=C/c2ccco2)c(C)n1C | -18 | 0 | 3 | 5 | 0.1 | -2.7 | -8 | 1 | 95 | 12
CCOC(=O)[C@]12CCCC=C1N(Cc1ccc3c(c1)OCO3)C(=O)[C@H](CC(=O)NCCCN1CCCC1=O)C2 | -3 | 6 | . | . | 0.1 | . | . | . | 92 | .
CCOc1ccccc1CN1CCN(CCCc2ccccc2)CC1CCO (stereo unspecified) | -3 | -7 | -2 | -2 | 0.1 | -0.7 | 10 | -2 | 90 | -2
COc1ccc(C(=O)O)cc1N1C(=O)Nc2ccccc2N1O | -6 | 1 | 0 | 7 | 0.1 | -2.9 | -6 | 0 | 97 | 0
Cc1cc(C)c(NC(=O)C(C)OC(=O)c2cc(Br)c(Br)s2)c(C)c1 (stereo unspecified) | -3 | 0 | 0 | 1 | -0.1 | -1.5 | 1 | -1 | 103 | -3
CCc1ccccc1NC(=O)Nn1cnnc1 | -3 | -1 | 4 | -1 | -0.1 | -2.0 | -1 | 1 | 99 | 2
CCN(Cc1ccncc1)C(=O)CCc1nnc(CCC2CCCCC2)o1 | -13 | 1 | 5 | -6 | 0.2 | -0.5 | -4 | -1 | 101 | -1
COC(=O)NCC(C)OC(=O)Nc1cccc(Cl)c1 (stereo unspecified) | -4 | 0 | 0 | -10 | -0.1 | -2.0 | 3 | 2 | 101 | 14
CCN(CC)c1ccc(NC(=O)CCS(=O)(=O)c2ccc(Br)cc2)c(C)c1 | -19 | 0 | -9 | 12 | 0.1 | 0.9 | -3 | 2 | 95 | 9
CCOc1ccc(OCCC(=O)NNC(=O)c2cc(OC)c(OC)c(OC)c2)cc1 | -4 | 4 | -4 | 12 | -0.1 | -2.3 | 2 | 1 | 97 | 0
CCCC(=O)Nc1ccc(C(=O)N2CCCC2)cc1 | -5 | 6 | 7 | -2 | -0.1 | -1.3 | -1 | 0 | 99 | 0
CCCCCCCC(=O)NC(Nc1ccccc1OC)C(Cl)(Cl)Cl (stereo unspecified) | -2 | -2 | -11 | -6 | -0.1 | -0.1 | 5 | -6 | 101 | 5
Cc1cccc(N(C)S(=O)(=O)c2ccc(-c3cnc(C4CC4)o3)cc2)c1 | -6 | 1 | -4 | 7 | -0.2 | -4.2 | -7 | 15 | 105 | -16
CC1CCCC(CC(N)=O)CC1 (stereo unspecified) | -5 | 3 | 4 | 3 | -0.1 | 0.0 | -6 | 1 | 100 | -6
COc1ccc(OC)c(C(c2nnnn2C2CCCC2)N2CCN(c3ccccc3)CC2)c1 (stereo unspecified) | -5 | 0 | -24 | 12 | -0.2 | -1.5 | 3 | -5 | 90 | 0
Fc1ccc(OCCCCCn2ccnc2)cc1 | -4 | 1 | -2 | -1 | 0.0 | -1.3 | 0 | -3 | 101 | 0
O=C(O)c1c2c(nc3ccccc13)/C(=C/c1ccc(O)cc1)CCC2 | -4 | 1 | -5 | -14 | -0.4 | 2.4 | -2 | 2 | 87 | 18
COCc1cc(N2CCOCC2)nc(-c2ccccc2)n1 | -4 | 2 | 0 | 7 | -0.1 | -0.8 | -1 | 0 | 101 | -3
Cc1ccc(C(=O)N/N=C\c2cccc(OC(=O)c3cccc(F)c3)c2)cn1 | -4 | -2 | 12 | 33 | -0.2 | -2.5 | 16 | 5 | 103 | -16
